U2OS ROS induce = cancer cell ROS induction. U2OS ROS induction, H2DCF-DA fluorescence. ROS induction (% of piperlongumine), % at 10 µM. actives 2% (n = 46,000). AID 624156; in the data active = ROS induction above about 79%, passing the limit was not always enough; inconclusive = no clear call, values can overlap the other calls;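 note: 0% = DMSO vehicle median and 100% = reference compound median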
The depositor's hits bear a star; ? = inconclusive. These rows are one share of the data. The share of hits here may be higher or lower than overall.

SMILES | U2OS ROS induce
COc1ccc(S(=O)(=O)N(C)C[C@@H]2Oc3c(NC(=O)Nc4ccc5c(c4)OCO5)cccc3C(=O)N([C@@H](C)CO)C[C@@H]2C)cc1 | 2
C[C@@H]1CN([C@@H](C)CO)C(=O)c2cccc(NC(=O)c3ccncc3)c2O[C@@H]1CN(C)Cc1ccncc1 | 0
Cn1c(-c2ccc3c(c2)OCO3)cc(=O)c2ccccc21 | -9
O=C(CNS(=O)(=O)c1cc(Cl)ccc1Cl)Nc1ccc(Oc2ccccc2)cc1 | 55
C[C@H]1CN([C@@H](C)CO)C(=O)c2cc(NS(=O)(=O)c3ccc(Cl)cc3)ccc2O[C@H]1CN(C)C(=O)NC1CCCCC1 | -8
Cc1noc(C)c1S(=O)(=O)Nc1ccc2c(c1)C(=O)N([C@@H](C)CO)C[C@H](C)[C@@H](CN(C)S(=O)(=O)c1ccc(F)cc1)O2 | 42
O=C1NC(=S)S/C1=C\C=C\c1ccccc1 | 40
O=C(c1cc2ccccc2oc1=O)N(Cc1ccc(F)cc1)Cc1ccco1 | -10
COc1cc2c(c(N)c1OC)C(=O)/C(=C/c1cc(C)c(O)c(C)c1)C2 | 34
C[C@@H]1CN([C@@H](C)CO)C(=O)c2cc(NS(=O)(=O)c3ccc(Cl)cc3)ccc2O[C@@H]1CN(C)Cc1ccc2c(c1)OCO2 | -6
COc1ccc(NC(=O)C(C)Oc2ccccc2)cc1NC(=O)c1ccco1 (stereo unspecified) | 2
COCCC(=O)C1=CSC2=C(C(=O)CC(C)(C)C2)C1c1ccncc1 (stereo unspecified) | 34
COc1ccc(CN(Cc2cc(OC)c(OC)c(OC)c2)C(=O)C(C)(C)C)cc1 | 19
C[C@@H]1CN([C@H](C)CO)C(=O)c2cc(NC(=O)Nc3ccc(C(F)(F)F)cc3)ccc2O[C@H]1CN(C)CC1CCCCC1 | -5
O=C(O)CCCC(=O)Nc1ccccc1SCc1noc(-c2cccs2)n1 | -2
O=C(Cn1ncc2c3ccccc3n(Cc3ccccc3)c2c1=O)NC1CC1 | -7
COc1ccc(S(=O)(=O)Nc2ccc3c(c2)CC(=O)N([C@@H](C)CO)C[C@H](C)[C@H](CN(C)CC2CC2)O3)cc1 | 3
O=C(CNS(=O)(=O)c1ccccc1)Nc1ccc(Br)cc1F | -13
C[C@H](CO)N1C[C@H](C)[C@H](CN(C)S(=O)(=O)c2ccc(Cl)cc2)Oc2c(NC(=O)c3ccc(-c4nccs4)cc3)cccc2C1=O | 60
CCCN(C)C[C@@H]1OCCCC[C@@H](C)Oc2ccc(NS(=O)(=O)c3ccc(OC)cc3)cc2C(=O)N([C@H](C)CO)C[C@@H]1C | 34
Cc1cccc(-c2noc(CN(C(=O)c3ccc(Br)o3)C(C)C)n2)c1 | -10
CC(C)OC(=O)CSc1nc(N)c(C#N)cc1C#N | -16
Cc1noc(C)c1NC(=O)Nc1ccc2c(c1)C(=O)N([C@H](C)CO)C[C@H](C)[C@H](CN(C)Cc1ccccc1)OCCCC[C@@H](C)O2 | 33
COc1cccc(NC(=O)CN(C)S(=O)(=O)c2cc(C)ccc2OC)c1 | -4
Cc1noc(C)c1S(=O)(=O)Nc1cccc2c1O[C@@H](CN(C)S(=O)(=O)c1ccc(Cl)cc1)[C@@H](C)CN([C@H](C)CO)C2=O | 24
The list goes on.
SMILES | U2OS ROS induce
Cc1noc(C)c1S(=O)(=O)Nc1ccc2c(c1)C(=O)N([C@@H](C)CO)C[C@H](C)[C@H](CN(C)C(=O)Nc1ccc(F)cc1)O2 | -2
C[C@@H]1CCCCO[C@@H](CN(C)Cc2ccccc2)[C@@H](C)CN([C@H](C)CO)C(=O)c2cc(NC(=O)Cc3ccccc3)ccc2O1 | 18
COc1ccc(Cc2nccc3cc(OC)c(OC)cc23)cc1OC | 11
CNC(=O)CN(c1cccc(Cl)c1Cl)S(=O)(=O)c1ccccc1 | 3
C[C@@H]1CN([C@H](C)CO)C(=O)Cc2cc(NS(=O)(=O)c3cccs3)ccc2O[C@@H]1CN(C)Cc1ccc(C(=O)Nc2ccccc2N)cc1 | 15
Cc1cc(C(=O)Nc2cccc3c2O[C@@H](CN(C)Cc2ccc(Cl)c(Cl)c2)[C@@H](C)CN([C@@H](C)CO)C3=O)n(C)n1 | 18
CC(C)NC(=O)Nc1cccc2c1O[C@H](CN(C)C(=O)Nc1cccc3ccccc13)[C@@H](C)CN([C@H](C)CO)C2=O | -4
Cc1ccc(S(=O)(=O)N(C)C[C@@H]2Oc3ccc(NC(=O)NC(C)C)cc3C(=O)N([C@H](C)CO)C[C@H]2C)cc1 | -3
C[C@@H]1CN([C@H](C)CO)C(=O)Cc2cc(N(C)C)ccc2O[C@@H]1CN(C)Cc1ccc2c(c1)OCO2 | 13
Nc1ccc(NS(=O)(=O)c2ccccc2)cc1 | 9
CCc1nc(SCC(=O)Nc2ccccc2C)n[nH]1 | 18
C=CCOC(=O)[C@H]1[C@@H]2C(=O)O[C@@H](c3ccccc3)[C@@H](c3ccccc3)N2[C@@H](c2ccc(OCCOC(=O)[C@H]3C[C@H]4C(=O)N[C@@H](CCCCNC(C)=O)C(=O)N4[C@H]3c3ccc(O)cc3)cc2)[C@]12C(=O)Nc1ccccc12 | 31
CCOC(=O)c1ccc(NC(=O)CSc2nc(N)c3c4c(sc3n2)CCC4)cc1 | -36
CCOc1cc(C)c(Cl)cc1S(=O)(=O)n1nnc2ccccc21 | 0
C[C@H]1CN([C@@H](C)CO)C(=O)c2cccc(NC(=O)Nc3cccc4ccccc34)c2O[C@@H]1CN(C)C(=O)NC1CCCCC1 | -2
C[C@H](CO)N1C[C@H](C)[C@H](CN(C)S(=O)(=O)c2cn(C)cn2)OCc2cn(nn2)CCCC1=O | 5
Cc1cc(C)cc(OCC(=O)Nc2ccccc2N2CCN(C)CC2)c1 | 19
CC(C)(C)NC(=O)c1sccc1C(=O)O | -8
COc1ccccc1NC1CCCCC1NS(=O)(=O)c1ccccc1 (stereo unspecified) | -8
NNC(=O)c1cc(COc2c(Cl)cccc2Cl)on1 | -2
CCCCC/C=C\C/C=C\CCCCCCCC(=O)OCC(O)CO (stereo unspecified) | 10
S=C(NCCN1CCOCC1)Nc1ccc(Cl)cc1 | -16
C[C@@H]1CN([C@H](C)CO)C(=O)c2cccc(NC(=O)C3CC3)c2O[C@H]1CN(C)Cc1ccc2c(c1)OCO2 | -2
C[C@@H]1CN([C@H](C)CO)C(=O)c2cccc(NC(=O)Nc3ccc(F)cc3)c2O[C@H]1CN(C)C(=O)NC1CCCCC1 | -9
CSc1cccc(NC(=O)CSc2nnc(-c3cccc(C)c3)n2-c2ccccc2)c1 | -3

Twelve entries from above in another layout:
smiles	U2OS ROS induce
CCOc1cc(C)c(Cl)cc1S(=O)(=O)n1nnc2ccccc21	0
C[C@H]1CN([C@@H](C)CO)C(=O)c2cccc(NC(=O)Nc3cccc4ccccc34)c2O[C@@H]1CN(C)C(=O)NC1CCCCC1	-2
C[C@H](CO)N1C[C@H](C)[C@H](CN(C)S(=O)(=O)c2cn(C)cn2)OCc2cn(nn2)CCCC1=O	5
Cc1cc(C)cc(OCC(=O)Nc2ccccc2N2CCN(C)CC2)c1	19
CC(C)(C)NC(=O)c1sccc1C(=O)O	-8
COc1ccccc1NC1CCCCC1NS(=O)(=O)c1ccccc1 (stereo unspecified)	-8
NNC(=O)c1cc(COc2c(Cl)cccc2Cl)on1	-2
CCCCC/C=C\C/C=C\CCCCCCCC(=O)OCC(O)CO (stereo unspecified)	10
S=C(NCCN1CCOCC1)Nc1ccc(Cl)cc1	-16
C[C@@H]1CN([C@H](C)CO)C(=O)c2cccc(NC(=O)C3CC3)c2O[C@H]1CN(C)Cc1ccc2c(c1)OCO2	-2
C[C@@H]1CN([C@H](C)CO)C(=O)c2cccc(NC(=O)Nc3ccc(F)cc3)c2O[C@H]1CN(C)C(=O)NC1CCCCC1	-9
CSc1cccc(NC(=O)CSc2nnc(-c3cccc(C)c3)n2-c2ccccc2)c1	-3

Later entries
SMILES | U2OS ROS induce
CC1Oc2c3c(c4c(-c5ccccc5)cc(=O)oc4c2C(=O)C1C)OC(C)(C)C=C3 (stereo unspecified) | 114*
O=C(O)c1cccnc1SCc1ccccc1 | 5
C[C@@H]1CN([C@@H](C)CO)C(=O)c2cccc(NC(=O)Nc3ccccc3)c2O[C@H]1CN(C)C(=O)Nc1ccc(F)cc1 | -6
COc1ccc(NC(=S)NCC2CCCO2)cc1 (stereo unspecified) | -10
FC(F)(F)c1ncncc1-c1nnnn1-c1ccccc1 | 26
Oc1ccccc1-c1cc(-c2ccc3c(c2)OCO3)cc(-c2ccccc2)n1 | 47
C[C@H](CO)N1C[C@H](C)[C@H](CN(C)S(=O)(=O)c2ccc(Cl)cc2)Oc2ccc(NC(=O)c3ccncc3)cc2CC1=O | 102*
CN1CCN(C2=Cc3ccccc3Oc3ccc(Cl)cc32)CC1 | 67
O=C(Nc1cc(Cl)cc(Cl)c1)c1cc(S(=O)(=O)N2CCCc3ccccc32)ccc1F | 1
O=C(NN=C1CCCCCCC1)c1ccccn1 | 14
Cc1noc(C)c1S(=O)(=O)N(C)C[C@H]1Oc2ccc(NC(=O)Nc3ccccc3)cc2CC(=O)N([C@@H](C)CO)C[C@H]1C | -5
CC(=O)Nc1ccc(C(=O)CSc2ncn(-c3ccccc3)n2)cc1 | 0
COc1ccc(C#Cc2ccc3c(c2)[C@]2(C(=O)N3)[C@H](c3ccc(OCCO)cc3)N3[C@H](c4ccccc4)[C@H](c4ccccc4)OC(=O)[C@H]3[C@@H]2C(=O)N2CCCCCCC2)cc1 | 16
COc1ccc(S(=O)(=O)Nc2ccc3c(c2)CC(=O)N([C@@H](C)CO)C[C@H](C)[C@H](CN(C)Cc2ccc(-c4ccccc4)cc2)O3)cc1 | -3
CSc1cccc(NC(=O)c2ccc3snnc3c2)c1 | 5
O=C(NCc1cc(F)cc2c1OCOC2)c1ccc2nonc2c1 | -10
CCOC(=O)C1CCCN(S(=O)(=O)c2ccc(Cl)c(Cl)c2OC)C1 (stereo unspecified) | 7
C[C@H]1CN([C@@H](C)CO)C(=O)c2cccc(NC(=O)c3nc4ccccc4s3)c2O[C@@H]1CN(C)Cc1ccc(-c2ccccc2)cc1 | 19
Cc1cc(OCC(=O)Nc2ccccc2C(N)=O)cc(C)c1Br | -7
C[C@H](CO)N1C[C@H](C)[C@H](CN(C)S(=O)(=O)c2ccccc2)Oc2ccc(NC(=O)CCCCCC(=O)Nc3ccccc3N)cc2C1=O | -2
COc1ccc(NC(=O)N(C)C[C@H]2OCc3cn(nn3)CCCC(=O)N([C@H](C)CO)C[C@@H]2C)cc1 | -5
CCOc1ccc(CC2C(=O)NC(=O)N(Cc3ccccc3)C2=O)cc1 (stereo unspecified) | 0
COc1ccc(/C=C2/SC(=S)N(CCC(=O)O)C2=O)cc1 | 29
COc1cccc(/C=C2/NC(=O)N(Cc3ccc(F)cc3)C2=O)c1 | -12
COc1cccc(CN(C)C[C@@H]2OCc3cnnn3CCCC(=O)N([C@@H](C)CO)C[C@H]2C)c1 | ?
Remaining list, next part:
SMILES | U2OS ROS induce
CN(C)C(=O)Nc1ccc(Cl)c(Cl)c1 | 4
COc1cccc(CN(C)C[C@H]2OCc3cn(nn3)CCCC(=O)N([C@H](C)CO)C[C@H]2C)c1 | -12
C[C@@H]1CN([C@H](C)CO)C(=O)c2cccc(NS(=O)(=O)c3cn(C)cn3)c2O[C@@H]1CN(C)C(=O)NC1CCCCC1 | -4
C[C@H]1CN([C@@H](C)CO)C(=O)Cc2cc(NC(=O)CCCCCC(=O)Nc3ccccc3N)ccc2O[C@H]1CN(C)S(=O)(=O)c1cccs1 | 39
COc1ccc(NC(=O)Nc2ccc3c(c2)CC(=O)N([C@H](C)CO)C[C@H](C)[C@H](CN(C)S(=O)(=O)c2ccc(C)cc2)O3)cc1 | 12
C[C@H]1CN([C@@H](C)CO)C(=O)Cc2cc(NC(=O)Nc3cccc4ccccc34)ccc2O[C@@H]1CN(C)C(=O)Nc1ccccc1 | 2
C[C@H](CO)N1C[C@H](C)[C@H](CN(C)Cc2ccc(Cl)c(Cl)c2)OCc2cn(nn2)CCCC1=O | 12
C[C@H](CO)N1C[C@H](C)[C@H](CN(C)C)Oc2c(NC(=O)NC3CCCCC3)cccc2C1=O | -7
O=C(/C=C/c1ccccc1)Oc1ccc2oc(=O)sc2c1 | -7
Cc1c(C(N)=O)cc([N+](=O)[O-])cc1[N+](=O)[O-] | -11
C[C@H]1CN([C@@H](C)CO)C(=O)c2cc(NC(=O)Cc3ccccc3)ccc2O[C@H]1CN(C)Cc1ccc(Oc2ccccc2)cc1 | -5
COC(=O)c1ccc2c(=O)n(CCC3=CCCCC3)c(SCc3ccc(Cl)cc3)nc2c1 | -2
NC(Cc1cc(I)c(Oc2ccc(O)c(I)c2)c(I)c1)C(=O)O (stereo unspecified) | 5
C[C@H](CO)N1C[C@H](C)[C@H](CN(C)Cc2ccncc2)Oc2c(NC(=O)C3CCOCC3)cccc2C1=O | -14
C[C@H](CO)N1C[C@H](C)[C@H](CN(C)C(=O)Nc2cccc3ccccc23)Oc2c(NC(=O)Nc3ccc4c(c3)OCO4)cccc2C1=O | 7
COc1ccc(-c2cc(=O)c3c(O)c(OC)c(O[C@H]4O[C@H](CO[C@@H]5O[C@@H](C)[C@H](O)[C@@H](O)[C@H]5O)[C@@H](O)[C@H](O)[C@H]4O)cc3o2)cc1 | -10
CC(C)NC(=O)Nc1cccc2c1O[C@@H](CN(C)Cc1ccncc1)[C@@H](C)CN([C@H](C)CO)C2=O | -5
C[C@H]1CN([C@@H](C)CO)C(=O)c2cccc(NC(=O)NC3CCCCC3)c2O[C@@H]1CN(C)C(=O)Nc1ccc(C(F)(F)F)cc1 | -12
O=C(O)CCC(=O)Nc1cccc(F)c1 | -22
C[C@@H]1CN([C@@H](C)CO)C(=O)c2cc(NC(=O)Nc3ccc(C(F)(F)F)cc3)ccc2O[C@@H]1CN(C)C | 22
Cc1ccccc1C(=O)NCCc1nc2ccccc2[nH]1 | -7
O=C(NCCc1ccccc1)c1ccc2nc(-c3cccs3)c(-c3cccs3)nc2c1 | 50
Cc1ccc(Cl)c(OCC(=O)NCc2cccnc2)c1 | -7
O=C(COc1ccc(Cl)cc1Cl)Nc1cc(Cl)ccc1C(=O)O | 9

Source: PubChem
